USP1 inh: blocks the human USP1/UAF1 deubiquitinase complex. hit rate 0.23% among 390,000. recombinant USP1/UAF1, Ub-Rhodamine cleavage fluorescence. AID 743255. Potency, µM (doses to about 57.1 µM), inactives show at the highest dose activity change, negative = inhibition, hits mostly inhibitors; also: potency is read from the fitted curve at half-maximal effect; % is scaled to controls: 0 for no effect and ±100 for the full control effect; nearly all actives have a fitted effect of over 60% in size; inactives centre near -12
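1 nM enzyme complex + cpd, 15 min RT; start with Ub-Rho 150nM final; kinetic fluorescence ex 480/em 540, 6 reads q60 s. Buffer 50mM HEPES pH 7.8, 0.5mM EDTA, 0.1 mg/ml BSA, 1mM TCEP, 0.01% Tween-20.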
TrxR1 inh: inhibitors of rat thioredoxin reductase 1 | Potency, µM (titrated, usually from 114 µM), inactives show at the highest dose activity change, negative = inhibition, actives largely listed as inhibitors | recombinant rTrxR1, NADPH fluorescence consumption, selenite substrate | hit rate 1% among 390,000 | O89049 | AID 588453; also: potency is read from the fitted curve at half-maximal effect; % is scaled to controls: 0 for no effect and ±100 for the full control effect; nearly all actives have a fitted effect of over 65% in size
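Rat TrxR1 (90 nM in the dispensed reagent) was pre-reduced with 400 uM NADPH for 5 min at room temperature, then incubated with compound for 15 min. After 400 uM selenite was added, NADPH fluorescence (Ex 340/Em 450 nm) was followed for 8 min.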
mIDH1 inhibitor: human IDH1 R132H inhibition; IDH1-R132H enzyme, NADPH consumption, diaphorase/resazurin fluorescence; O75874; hit rate 0.093% among 390,000; Potency, µM (titrated, usually from 76.6 µM), inactives show top-dose activity change, negative = inhibition, actives largely listed as inhibitors; also: potency is read from the fitted curve at half-maximal effect; % is scaled to controls: 0 for no effect and ±100 for the full control effect; nearly all actives have a fitted effect of over 65% in size
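IDH1-R132H (0.5 ug/mL dispensed) in pH 7.5 Tris buffer was preincubated 30 min with compound, then given a substrate mix of 0.016 mM NADPH and 2 mM alpha-KG for 80 min at room temperature; remaining NADPH was read by diaphorase/resazurin fluorescence.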
Tb PGK inh: T. brucei PGK inhibition; hit rate 0.043% among 380,000; Potency, µM (doses to about 57.5 µM), for the others: at the highest dose activity change, negative = inhibition, usual class: inhibitors; PGK/GAPDH coupled, Kinase-Glo luminescence, 60 min; also: potency is read from the fitted curve at half-maximal effect; % is scaled to controls: 0 for no effect and ±100 for the full control effect; nearly all actives have a fitted effect of over 60% in size
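Recombinant glycosomal PGK reaction used 1,3-bisphosphoglycerate generated in-well by GAPDH (100nM final) in 100mM TEA pH 7.6, 5mM MgCl2, 0.01% Tween-20. After 60 minutes at room temperature, ATP was read by Kinase-Glo Plus luminescence end-point.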
PI4K2A block: blocks human PI4K2A kinase activity | purified PI4K2A, ADP-Glo luminescence, 1 h; hits give low values | Q9BTU6 | activity change, negative = inhibition, % at 76.9 µM | hit rate 0.13% among 420,000; in the data active = activity change below about -50%; inconclusive = mostly about -30% to -49%;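 also: -100% = wells without enzyme as full effect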
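ADP-Glo luminescence measured ADP generated by PI4K2A enzyme (4 ug/mL before mixing) with 1.2 mM PI substrate (pre-mix) and 300 microM ATP (pre-mix). Tris pH7.5 buffer with MgCl2, Triton X-100; 1 h reaction at ambient temperature.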
Pin1 inh: inhibitors of human Pin1; Pin1 FP peptide displacement, HiFluor488, 10 min; hit rate 0.009% among 390,000; Potency, µM (doses to about 115 µM), without a hit: at the top dose activity, negative = inhibition, usual class: inhibitors; active = well fitted inhibition curve with a large enough effect in the polarisation, with a control signal flat, not every such curve was filed as active; inconclusive = small, poorly fitted or top-dose-only effect, or effect the other way, or a change in a side signal; inactive = no such curve, though single readings can be large or run the other way; the % refers to the polarisation; also: potency is read from the fitted curve at half-maximal effect; % is scaled to controls: 0 for no effect and ±100 for the full control effect
Target sequence (Q13526 whole entry, looked up): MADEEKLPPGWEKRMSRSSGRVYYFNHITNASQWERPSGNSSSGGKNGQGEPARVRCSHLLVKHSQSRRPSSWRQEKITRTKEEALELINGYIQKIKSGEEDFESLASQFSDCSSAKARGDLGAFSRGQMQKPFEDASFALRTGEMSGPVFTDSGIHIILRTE
HP1b binding inh: HP1-beta chromodomain-methylated histone interaction inhibition; P83916; hit rate 0.56% among 390,000; AID 540317; Potency, µM (titrated, usually from 114 µM), for inactives: at the top dose activity change, negative = inhibition, actives largely listed as inhibitors; AlphaScreen HP1-beta / biotin-H3K9me3 peptide binding; also: potency is read from the fitted curve at half-maximal effect; nearly all actives have a fitted effect of over 70% in size; inactives centre near 23
Target sequence (P83916 whole entry, looked up): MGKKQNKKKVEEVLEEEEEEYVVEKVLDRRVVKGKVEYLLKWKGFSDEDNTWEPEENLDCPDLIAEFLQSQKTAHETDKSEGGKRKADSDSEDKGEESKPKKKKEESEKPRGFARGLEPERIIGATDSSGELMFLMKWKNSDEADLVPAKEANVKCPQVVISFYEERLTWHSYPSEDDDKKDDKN
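AlphaScreen: HP1-beta (50 nM) preformed 30 min with biotin-H3(1-18)K9me3 peptide (50 nM) in PBS pH 7.4, 0.01% Tween-20. Compound added for 30 min at RT, then streptavidin donor/nickel chelate acceptor beads (10 ug/mL) for 30 min.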
TrxR1 substrate: is turned over as a substrate by rat TrxR1 | O89049 | purified TrxR1 substrate turnover, NADPH consumption readout | Potency, µM (doses to about 114 µM), without a hit: at the top dose activity change, negative = substrate turnover | hit rate 0.01% among 390,000; also: potency is read from the fitted curve at half-maximal effect; % is scaled to controls: 0 for no effect and ±100 for the full control effect; nearly all actives have a fitted effect of over 50% in size
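Rat TrxR1, dispensed at 90 nM, was prereduced with 400 uM NADPH (final) for 5 min at ~22 deg C, then incubated with compound 15 min before 400 uM selenite. A first-read NADPH fluorescence drop versus no-compound background flagged substrates.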
GLS inh: inhibitors of human glutaminase (GLS); GLS enzymatic activity, qHTS titration; Potency, µM (top dose mostly 45.5 µM), without a hit: top-dose activity change, negative = inhibition, hits mostly inhibitors; hit rate 0.21% among 410,000; also: potency is read from the fitted curve at half-maximal effect; % is scaled to controls: 0 for no effect and ±100 for the full control effect
Target sequence (O94925 whole entry, looked up): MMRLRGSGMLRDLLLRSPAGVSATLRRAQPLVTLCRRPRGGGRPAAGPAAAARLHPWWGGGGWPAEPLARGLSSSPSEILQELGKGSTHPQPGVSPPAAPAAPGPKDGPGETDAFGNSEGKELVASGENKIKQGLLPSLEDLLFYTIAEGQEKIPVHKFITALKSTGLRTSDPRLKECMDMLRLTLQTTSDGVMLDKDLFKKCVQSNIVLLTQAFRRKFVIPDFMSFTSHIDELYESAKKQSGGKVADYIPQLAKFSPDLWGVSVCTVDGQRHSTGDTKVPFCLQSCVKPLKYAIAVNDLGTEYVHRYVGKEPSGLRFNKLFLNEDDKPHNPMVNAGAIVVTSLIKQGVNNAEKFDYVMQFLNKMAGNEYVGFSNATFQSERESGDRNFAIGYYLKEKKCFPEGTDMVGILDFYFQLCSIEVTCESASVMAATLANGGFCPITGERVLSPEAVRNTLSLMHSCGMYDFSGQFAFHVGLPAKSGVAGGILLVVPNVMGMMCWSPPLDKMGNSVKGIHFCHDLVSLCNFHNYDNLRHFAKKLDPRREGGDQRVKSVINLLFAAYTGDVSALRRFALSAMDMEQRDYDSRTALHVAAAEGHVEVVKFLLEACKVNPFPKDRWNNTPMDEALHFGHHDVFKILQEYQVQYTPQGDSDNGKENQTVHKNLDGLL
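hKGA; 45 mM KH2PO4 pH 8.2 + 0.02% Tween-20; cpd via pin tool; 1 mM Gln soln; GluOx/HRP/Amplex Red; RT 30 min; fluor. t0 & final.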
* hit, by the source's call; i = inactive; ? = inconclusive; nt = no result given; & = joins results of further samples; [ ] = another dose, or the depositor's remark. Unless noted, calls follow the shape of the dose curve; as a rule, active = well fitted curve in the direction sought with a large enough effect; inconclusive = small, poorly fitted or top-dose-only effect, or another doubt; inactive = no such curve, though single readings can be large; an effect the other way counts as inactive or inconclusive. These rows are one share of the data (hit frequency here may not be typical).

Compound	USP1 inh	TrxR1 inh	mIDH1 inhibitor	Tb PGK inh	PI4K2A block	Pin1 inh	HP1b binding inh	TrxR1 substrate	GLS inh
COc1ccc(Nc2cc(C(=O)NCCCN3CCN(c4ccccc4F)CC3)c3ccccc3n2)c(OC)c1	-18%	1%	15%	-7%	4	6%	-33%	-13%	19%
Cc1nnc(NC(=O)Cn2c(=O)sc3ccccc32)s1	-25%	15%	-4%	-6%	4	2%	42%[activator]	-1%	-4%
N#Cc1ccc(S(=O)(=O)N2CCN(CC(=O)Nc3ccccc3C(=O)NC3CC3)CC2)cc1	-8%	-8%	-17%	0%	-7	1%	33%	-5%	6%
CCOC(=O)c1c(NC(=O)COC(=O)c2ccc(S(=O)(=O)C(F)F)cc2)sc(C(=O)N(C)C)c1C	1%	nt	-3%	8%	2	nt	nt	nt	3%
O=C(COC(=O)CCS(=O)(=O)c1ccc(Cl)cc1)Nc1ncc(Cl)cc1Cl	-1%	13%	-3%	-4%	-7	16%	32%	19%	1%
C=C(C)CN(CC)C(=O)CSc1nc2ncc(Cl)cc2[nH]1	-10%	-11%	9%	i	3	3%	-9%	-6%	6%
CS(=O)(=O)N(Cc1ccccc1)c1ccc(C(=O)Nc2ccccc2C(=O)O)cc1	-21%	18%	6%	i	-2	0%	29%	-2%	-6%
C[C@@H]1CN([C@H](C)CO)C(=O)CCCn2nncc2CO[C@H]1CN(C)C(=O)C1CCCCC1	-14%	nt	-7%	5%	4	nt	nt	nt	4%
Nc1c(C(=O)O)sc2nc(-c3ccccc3)cc(-c3ccccc3)c12	?	?	14%	i	-2	?	15%	-8%	33%[activator]
COC(=O)Cn1c2c(c3cc(C)ccc31)CCCC2NC(C)c1ccccc1 (centres undefined)	-7%	5%[57.1 µM]	4%	i	-4	3%	0%	-22%[57.1 µM]	-7%

Random excerpt: two records from the list.
Compound	USP1 inh	TrxR1 inh	mIDH1 inhibitor	Tb PGK inh	PI4K2A block	Pin1 inh	HP1b binding inh	TrxR1 substrate	GLS inh
CS(=O)(=O)N(Cc1ccccc1)c1ccc(C(=O)Nc2ccccc2C(=O)O)cc1	-21%	18%	6%	i	-2	0%	29%	-2%	-6%
C=C(C)CN(CC)C(=O)CSc1nc2ncc(Cl)cc2[nH]1	-10%	-11%	9%	i	3	3%	-9%	-6%	6%

More results follow.
Compound	USP1 inh	TrxR1 inh	mIDH1 inhibitor	Tb PGK inh	PI4K2A block	Pin1 inh	HP1b binding inh	TrxR1 substrate	GLS inh
CN(C)C(=O)NCc1ccc(S(N)(=O)=O)cc1	3%	19%	6%	-5%	4	2%	23%	-2%	5%
Cc1cccc(N2CCN(C(=O)c3ccc4nccnc4c3)CC2C)c1 (centres undefined)	-22%	8%	-2%	-3%	7	-2%	23%	3%	3%
O=C1CC(SCCc2nc3ccccc3[nH]2)C(=O)N1c1ccc(F)cc1 (centres undefined)	-13%	1%[57.1 µM]	-2%	1%	3	6%	18%	6%[57.1 µM]	-3%
NNC(=O)CN1C(CN2CCOCC2)=Nc2ccc(Br)cc2C1c1ccccc1 (centres undefined)	-8%	-3%	4%	1%	-2	?	47%[activator]	1%	14%
COc1ccc(N(CC(=O)Nc2ccc(C)c(C)c2)S(=O)(=O)c2ccc(C)cc2)cc1OC	-23%	12%	-23%	-11%	-1	0%	-2%	4%	0%
CCc1nc(SCC(=O)N2CCC(C)CC2)c2c(=O)n(C)c(=O)n(C)c2n1	-21%	8%[57.1 µM]	10%	i	5	1%	38%	-1%[57.1 µM]	-9%
COCC(=O)Nc1nc(-c2ccc([N+](=O)[O-])cc2)cs1	-18%	14%	7%	i	-16	23%	35%	-1%	-2%
CN(C)C(=O)c1ccccc1Sc1cc(Cl)ccc1Cl	-7%	20%[57.1 µM]	9%	i	2	-4%	10%	7%[57.1 µM]	7%
COc1ccc(CCNCc2c(C(=O)O)c(C)n(Cc3cccc(C)c3)c2C)cc1OC	?	-5%	14%	6%	2	-9%	16%	-2%	-4%
O=C(CCCCCNC(=O)c1ccccc1)N/N=C/c1ccco1	-6%	-17%	0%	-11%	-2	-1%	13%	-2%	-6%
COc1ccc(Cn2ccnc2)cc1[N+](=O)[O-]	9%	23%[57.1 µM]	-5%	-2%	4	0%	9%	10%[57.1 µM]	12%
COc1ccc(NC(=O)C(Cc2ccccc2)NS(=O)(=O)c2ccc(Br)s2)cc1OC (centres undefined)	5%	4%	-21%	-2%	-1	?	24%	-7%	-1%
O=C(COC(=O)c1cccc(S(=O)(=O)NCc2ccccc2)c1)NCC1CCCO1 (centres undefined)	-9%	9%	-1%	-2%	-2	7%	-1%	-1%	2%
Cc1ncc(CO)c2c1Oc1nc(-c3ccc(Cl)cc3)nc(SCC(=O)N3CCCCC3)c1C2	-5%	?	-19%	6%	-4	?	26%	4%	-1%
O=C(NCCC(=O)N1CCN(S(=O)(=O)c2ccccc2F)CC1)Nc1ccccc1	-7%	-4%	4%	1%	5	-7%	4%	-3%	6%
COC(=O)CNc1cc(S(=O)(=O)N2CCCCC2)ccc1Oc1cccc(C)c1	-1%	16%	3%	-4%	-1	1%	18%	-4%	4%
Cc1ccccc1NC(=O)COC(=O)CCSc1ccccc1	-6%	29%[57.1 µM]	5%	i	3	-13%	47%[activator]	6%[57.1 µM]	-1%
Cc1ccc(-c2cn(-c3ccccc3F)c(=S)[nH]2)cc1	-10%	-17%	4%	-6%	-2	-3%	?	-8%	-5%
CC(C)CN(C(=O)CSc1nnnn1C)C1CCS(=O)(=O)C1 (centres undefined)	-7%	14%	-2%	-2%	-1	0%	48%[activator]	-3%	-2%
COc1ccccc1-c1noc(CCCC(=O)N2CCOCC2)n1	0%	22%	-1%	-10%	-2	-2%	33%	-7%	8%
CCOC(=O)CCCSc1nnc(CCCCCN2C(=O)c3cccc4cccc(c34)C2=O)o1	-4%	53%[activator]	1%	3%	1	1%	38%[activator]	77%[activator]	2%
CCOC(=O)c1cc(=O)c2c([N+](=O)[O-])ccc(OC)c2o1	-14%	8%	5%	1%	11	4%	37%	1%	-2%
COc1ccc(S(=O)(=O)Nc2ccccn2)c(C)c1C	-21%	1%	-1%	4%	-5	4%	38%	-4%	-11%
COc1ccc(C(=O)/C(=C/N(C)C)S(=O)(=O)c2ccccc2)cc1	-16%	-38%	-2%	-5%	-3	-2%	36%	-4%	3%
COc1cccc(-n2c(SCc3ccccc3C)nc3c([nH]c4ccccc43)c2=O)c1	-32%	19%[57.1 µM]	0%	7%	-3	2%	8%[57 µM]	1%[57.1 µM]	-4%
Cc1coc2cc3oc(=O)c(CCC(=O)NCC(=O)O)c(C)c3cc12	-5%	-4%	-4%	6%	0	3%	26%	24%	6%
Cc1cccc(NC(=O)/C(C#N)=C/c2ccc(Sc3ccccc3)o2)c1C	-1%	12%	4%	nt	6	62%[activator]	15%	-3%	1%
C/C=C(/C(=C/C)c1ccc(O)cc1)c1ccc(O)cc1	?	-8%	-8%	-2%	0&-3	-10%	21%	-11%	32%[activator]
Cc1ccc(CN2C(=O)CCC2C(=O)N2CCN(c3ccccc3)CC2)cc1 (centres undefined)	-10%	17%	-2%	-2%	-2	-1%	31%	5%	13%
CCOc1ccc(CCN2C(=O)CCC2(C)C(=O)NC(C)CC)cc1OCC (centres undefined)	-12%	13%	8%	-11%	-9	0%	29%	-4%	0%
O=C(N/N=C/c1ccco1)c1cc([N+](=O)[O-])cc([N+](=O)[O-])c1	-6%	-3%[57.1 µM]	5%	i	4	-2%	26%	-14%	-8%
CC(NC(=O)c1ccc2c(c1)N(Cc1ccc(Cl)cc1)C(=O)c1ccccc1S2(=O)=O)c1ccccc1 (centres undefined)	-25%	20%	18%	-4%	-9	27%	9%	2%	-7%
Cn1cccc1-c1cc2n(n1)CCC(=O)N2CCCC(=O)NCc1ccc(F)cc1	?	-8%[57.1 µM]	-4%	i	1	-1%	6%[57 µM]	-5%[57.1 µM]	-6%
COc1cc(/C=C2\NC(=O)NC2=O)cc(Br)c1OC	-14%	2%[57.1 µM]	1%	-2%	4	3%	2%	10%[57.1 µM]	0%
Cc1cc(NC(=O)CSc2nnc(NCc3ccccc3)s2)no1	-20%	19%	-3%	2%	-13	110%[activator]	41%[activator]	3%	-2%
O=S(=O)(Nc1cccc2cccnc12)C1CC1	nt	-27%	nt	nt	nt	5%	-14%	14%[0.457 µM]	nt
O=C(COC(=O)c1cccs1)Nc1cc(S(=O)(=O)N2CCOCC2)ccc1Cl	4%	31%[57.1 µM]	9%	-6%	1	-5%	7%	2%[57.1 µM]	-6%
